Screens as filed in PubChem.
TCR-CD3 inh: human TCR-CD3 binding inhibition | inhibition, % at 9.4 µM | AID 651800 | 0.37% of 360,000 active | TAMRA-labeled TCR probe fluorescence, biochemical; in the data active = inhibition above about 19%;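 note: recombinant mutant TCR 2C K166C tagged with TAMRA read by polarization; 0% = receptor in buffer alone and 100% = receptor with positive control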
rCAG RNA binder: binds r(CAG) RNA repeats. r(CAG) RNA repeat, TO-PRO-1 dye displacement fluorescence. inhibition, % at 3 µM. 1.3% of 370,000 active. AID 651821;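 active = inhibition above the plate cutoff, the mean of all test compounds on that plate plus 3 SD, cut at about 35% in these data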;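 note: 0% = DMSO alone and 100% = 100 µM mitoxantrone as full dye displacement; higher means more dye released from RNA so lower well fluorescence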
LEDGF integ inh: blocks HIV-1 LEDGF/p75-dependent DNA integration | inhibition, % at 3.7 µM | AID 743269 | 0.64% of 370,000 active | TR-FRET IN-LEDGF/p75 DNA integration, Eu/Cy5;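 active = inhibition above the screen-wide mean plus 3 SD, cut at about 13% in these data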;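 note: signal is the Cy5 over europium emission ratio at 671 and 618 nm; 0% = plate median of compound wells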
ABHD4 inh: inhibits mouse alpha/beta hydrolase domain 4 | purified mABHD4, FP-Rh probe fluorescence polarization | inhibition, % at 8.92 µM | 0.54% of 370,000 active;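 active = inhibition exceeding the mean over every tested compound plus 3 SD, cut at about 30% in these data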;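 note: 0% = plate median of compound wells and 100% = S159A mutant with DMSO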
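Material: mouse ABHD4 enzyme, wild type; Benchmarks: S159A mutant high control, sample median low control; Buffer or medium: HEPES pH 7.0, NaCl, Pluronic buffer; Signal: fluorescence polarization; Read-out: percent inhibition of probe binding, normalized to plate controls; Timing: pre-incubation 45 min, probe exposure 60 min, at 25 °C; Dosing: 8.92 µM, single dose.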
HTRA1 inhibitor: blocks human HTRA1 serine peptidase; recombinant HTRA1, FP-rhodamine activity-based probe, fluorescence polarization; inhibition, % at 5.96 µM; 0.5% of 340,000 active; AID 504803; in the data active = inhibition above about 36%;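 note: 0% = enzyme with DMSO and 100% = wells lacking enzyme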
UHRF1 binding: UHRF1 methyl-DNA binding inhibition. 0.75% of 370,000 active. Q96T88. inhibition, % at 4.4 µM. AID 687016. UHRF1 binding to methylated oligo, TR-FRET; in the data active = inhibition above about 21%;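 note: UHRF1 SRA domain binding a hemimethylated CpG hairpin DNA probe; 0% = median of test compound wells and 100% = reference inhibitor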
MBD2 inh: inhibitors of human MBD2 binding to methylated oligonucleotide | Q9UBB5 | TR-FRET | inhibition, % at 4.4 µM | 0.31% of 370,000 active; in the data active = inhibition above about 13%
Target sequence (Q9UBB5 whole entry, looked up): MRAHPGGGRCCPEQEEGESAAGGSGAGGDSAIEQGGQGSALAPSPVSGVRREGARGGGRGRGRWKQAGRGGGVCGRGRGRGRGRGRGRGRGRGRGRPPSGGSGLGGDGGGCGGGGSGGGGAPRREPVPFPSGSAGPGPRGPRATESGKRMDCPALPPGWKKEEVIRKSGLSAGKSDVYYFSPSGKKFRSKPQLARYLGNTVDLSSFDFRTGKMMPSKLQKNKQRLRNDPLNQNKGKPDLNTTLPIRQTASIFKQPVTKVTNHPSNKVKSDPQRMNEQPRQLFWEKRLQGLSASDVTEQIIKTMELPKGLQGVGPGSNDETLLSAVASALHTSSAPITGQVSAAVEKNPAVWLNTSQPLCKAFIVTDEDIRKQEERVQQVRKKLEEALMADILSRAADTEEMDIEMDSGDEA
PRMT1 inh: blocks human protein arginine methyltransferase 1 | Q99873 | recombinant PRMT1, activity-based probe fluorescence polarization | inhibition, % at 2.79 µM | 1.3% of 370,000 active | AID 652257;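 active = inhibition above about 21% made by adding two undisclosed values, limit read from the data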
Target sequence (Q99873 whole entry, looked up): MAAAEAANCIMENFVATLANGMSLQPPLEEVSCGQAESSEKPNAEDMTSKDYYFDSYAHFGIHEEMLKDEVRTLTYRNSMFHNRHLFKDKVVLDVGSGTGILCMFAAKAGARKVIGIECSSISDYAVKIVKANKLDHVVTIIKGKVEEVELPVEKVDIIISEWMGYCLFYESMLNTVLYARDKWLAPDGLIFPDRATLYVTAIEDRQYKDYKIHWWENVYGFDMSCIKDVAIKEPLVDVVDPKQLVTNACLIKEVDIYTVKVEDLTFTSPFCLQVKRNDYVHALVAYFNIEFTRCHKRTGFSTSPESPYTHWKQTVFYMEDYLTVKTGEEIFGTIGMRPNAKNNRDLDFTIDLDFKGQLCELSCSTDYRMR
PG9 Ab binder: binds the HIV-1 gp120 antibody PG9; TR-FRET gp120-PG9 antibody binding; inhibition, % at 6.7 µM; 0.43% of 360,000 active; AID 624416; in the data active = inhibition above about 8.5%
Rev-erbA mod: modulates human Rev-erb alpha binding to DNA; Rev-erbα–FITC-DNA binding, fluorescence polarization, 90 min; 0.79% of 370,000 active; P20393; activity, % at 10 µM;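 active = activity above about 14%, limit read from the data; passing the limit was not always enough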;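 note: 0% = DMSO wells with 35 nM protein and 100% = DMSO wells with 750 nM protein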
The depositor's hits bear a star; x = no result given; & = joins results of further samples.

SMILES	TCR-CD3 inh	rCAG RNA binder	LEDGF integ inh	ABHD4 inh	HTRA1 inhibitor	UHRF1 binding	MBD2 inh	PRMT1 inh	PG9 Ab binder	Rev-erbA mod
Cn1cc(CN2CCCCC2CO)c(-c2ccc(Oc3ccccc3)cc2)n1 (stereo not given)	5	-8	4	4	-2	2	2	-4	-0.1	2
Cc1cc(NS(=O)(=O)c2ccc(NC(=O)CSc3nnc(SCc4ccc(F)cc4)s3)cc2)nc(C)n1	x	44*	-4	-21	x	4	5	1	x	-1
COc1ccc(C)cc1C(=O)CCC(=O)N1CCN(c2ccccc2F)CC1	4	-5	6	-2	-10	-1	-6	-2	-0.9	-1
Cc1cc(NS(=O)(=O)c2ccc(NC(=O)c3c(F)c(F)c(F)c(F)c3F)cc2)nc(C)n1	15	8	2	6	-3	-2	-2	-3	-1.2	2
CCOC(=O)C1CCCN(C(=O)c2cncc(Br)c2)C1 (stereo not given)	5	-4	-9	8	4	2	-4	0	-1.5	-5
CC(C(=O)N1CCN=C1c1ccccc1)N1C(=O)c2ccccc2C1=O (stereo not given)	9	-1	-2	2	2	-1	2	-1	-1.6	-1
CCC(CO)Oc1cc(NC(=O)c2ccccc2)c2ncn(C(C)C)c2c1 (stereo not given)	4	-8	3	1	-7	11	3	0	0.7	-5
CCCCC1CC(C)(C(=O)CSc2nc3ccccc3s2)OC1=O (stereo not given)	-4	0	1	-2	-22	0	1	18	0.3	1
Cc1nn(C)c(Cl)c1CN1CCCC(CO)(Cc2cccc(Cl)c2)C1 (stereo not given)	6	-8	-3	1	-6	-1	1	2	-1.1	3
Cc1ccc(CNC(=O)COC(=O)c2nc(-c3ccccc3)oc2C)cc1	-3	7	-4	-12	-21	6	7	6	-0.2	-12
CCOC(=O)N1CCN(C(=O)C2c3cc(OC)c(OC)cc3C(=O)N3CCc4ccccc4C23)CC1 (stereo not given)	1	-7	-1	-2	2	-1	-2	-1	-2.1	-1
CCC(=O)N1CCN(CCN=CC2=C(O)CC(C)(C)CC2=O)CC1	5	-4	4	1	-6	-2	-2	-2	0.6	-1
Cc1onc(-c2ccccc2Cl)c1C(=O)NCc1nc(-c2ccccc2)no1	1	-3	1	-12	-11	0	-3	0	-1.1	7
CCOC(=O)c1sc(N)c(C#N)c1COC(=O)CNC(=O)c1cc(OC)c(OC)c(OC)c1	5	11	1	0	-10	1	2	-3	-0.7	5
COc1cc(OC)cc(C(=O)NNC(=O)C2CCC2)c1	-4	-2	-1	3	-1	1	2	-1	1.3	-10
O=C(O)Cn1ccc2cc(S(=O)(=O)N3CCCCCC3)ccc21	5	3	1	10	-1	17	2	0	-3.4	-1
Cc1nc2ccccn2c1C(=O)CSc1ccc(Cl)cc1Cl	10	-2	0	-1	-1	0	-4	-3	1.3	4
N#CC1=C(N)Oc2n[nH]c(-c3ccc(F)cc3)c2C1c1cccc(OC(=O)N2CCOCC2)c1 (stereo not given)	3	-1	-2	3	-7	-5	-4	-2	0.0	-2
CCN(CC)C(=O)C(C)N(C#N)c1nc(SC)nc(N(C)C)n1 (stereo not given)	-8	-7	1	1	-8	15	6	2	0.2	0
CCOCCCNC(=O)c1ccc2c(=O)n(CCCOCC)c(=S)[nH]c2c1	4	-5	5	1	5	0	0	-7	-0.2	0
O=C(/C=C/c1ccc(O)c(O)c1)c1ccccc1O	7	14	-4	36*	60*	-1	-4	6	-0.3	6
CCNc1nc(NCC)nc(N/N=C/c2ccc(Br)cc2)n1	-10	-4	2	-1	-5	-1	6	-1	-2.0	0
Cc1ccc(F)c(NC(=O)/C(C#N)=C(\O)c2ccc(C(C)(C)C)cc2)c1	-8	89*	4	-45	-79	3	2	5	-1.1	-4
CC(C)CCN1CCN(Cc2cc3ccccc3[nH]2)CC1CCO (stereo not given)	3	-5	1	3	9	1	0	-3	-2.7	0
COc1ccccc1NC(=O)N1CCc2[nH]c3ccc(Cl)cc3c2C1	1	0	1	-3	-40	-1	1	-6	-0.2	-5

Sorted by the number under Rev-erbA mod (largest number first): 3 from the list above
canonical_smiles,TCR-CD3 inh,LEDGF integ inh,HTRA1 inhibitor,UHRF1 binding,MBD2 inh,PRMT1 inh,PG9 Ab binder,Rev-erbA mod
Cc1nc2ccccn2c1C(=O)CSc1ccc(Cl)cc1Cl,10,0,-1,0,-4,-3,1.3,4
Cc1cc(NS(=O)(=O)c2ccc(NC(=O)c3c(F)c(F)c(F)c(F)c3F)cc2)nc(C)n1,15,2,-3,-2,-2,-3,-1.2,2
CCOC(=O)N1CCN(C(=O)C2c3cc(OC)c(OC)cc3C(=O)N3CCc4ccccc4C23)CC1 (stereo not given),1,-1,2,-1,-2,-1,-2.1,-1

Remaining list, next part
SMILES	TCR-CD3 inh	rCAG RNA binder	LEDGF integ inh	ABHD4 inh	HTRA1 inhibitor	UHRF1 binding	MBD2 inh	PRMT1 inh	PG9 Ab binder	Rev-erbA mod
COc1cc2c(cc1OC)C(c1cc3cc(C)ccc3[nH]c1=O)N(C(=O)c1ccco1)CC2 (stereo not given)	8	0	0	0	4	4	3	0	-0.1	-2
O=C(C[C@H]1CC[C@@H]2[C@H](COC[C@@H](O)CN2C(=O)C2CC2)O1)NCc1ccccc1Cl	0	2	-2	4	x	2	3	1	-2.6	-3
Nc1ccc2c(c1)C(=O)c1cc([N+](=O)[O-])ccc1-2	3	1	2	10	14	-3	-11	-1	2.9	-6
CCC(=O)N(Cc1cc2cc(OC)ccc2[nH]c1=O)c1ccc(C)cc1C	1	-10	-1	-4	-9	0	3	0	-0.5	0
O=[N+]([O-])c1ccc(NCCCN2CCC(C(O)(c3ccccc3)c3ccccc3)CC2)cc1	x	5	4	3	x	5	-7	0	x	4
C=CCN1C(=O)S/C(=C/c2ccc(Sc3nc4ccccc4[nH]3)o2)C1=O	0	6	-3	-18	-29	-3	1	0	-2.6	7
COc1ccc(-c2ccccc2C2=CC(=O)CC(C)(C)C2=O)cc1	5	6	-3	0	-12	-2	2	0	-0.3	-1
O=c1c2ccccc2on1-c1ccccc1	3	0	-5	5	-4	-2	1	1	-1.9	-6
COC(=O)CCc1ccc(O)cc1	1	0	1	-4	4	1	1	3	-1.2	0
CN1CCN(CC(=O)Nc2ccc([N+](=O)[O-])cc2Br)CC1	3	-2	-5	4	-3	-1	-1	1	0.4	2
Oc1ccc(CN2CCCCC2)c2cccnc12	-2	-1	-10	12	20	0	-3	2	-0.2	-3
CN1/C(=C\C(=O)c2ccco2)c2ccccc2CC1(C)C	4	-3	-4	1	-1	-3	-3	-2	-4.8	6
COc1ccc(/C=C(\C#N)C(=O)OCC(=O)Nc2c(C)cccc2C(C)C)cc1	3	3	-1	2	-2	7	2	-1	-0.1	5
CC(C)(C)c1ccc(/C=N/Nc2ccc(C(=O)O)cc2)cc1	2	39*	1	3	-9	0	-1	6	-2.9	-5
CCCn1ccc(O)c(Cc2ccc(Cl)cc2)c1=O	7	-3	1	-4	-5	-1	-1	-2	0.7	4
CCC1CCC(C(=O)NC(C(=O)NCCN2CCOCC2)C(C)C)CC1 (stereo not given)	-3	-1	5	-1	-1	2	1	-4	-0.4	-6
COc1ccccc1N1CCN(C(=O)CSc2ncnc3scc(-c4ccccc4)c23)CC1	7	6	3	-9	-21	-4	-2	-3	-0.8	3
CN(C)c1ccnc2c[cH-]cc12.[Fe].c1ccc(-[c-]2[c-](-c3ccccc3)[c-](-c3ccccc3)[c-](-c3ccccc3)[c-]2-c2ccccc2)cc1 (stereo not given)	5&5	7&10	-1&0	26&29	37*	-4&0	-5&-3	-1&-2	-0.6&-1.7	-5&1
O=C(Cc1ccc(Br)cc1)NCCc1ccc(Cl)cc1Cl	-6	0	2	-9	-15	6	3	1	0.2	4
Nc1cccc2c1C(=O)N(CC(=O)NC13CC4CC(CC(C4)C1)C3)C2=O	7	-1	5	-6	-3	-1	-1	2	-0.9	5
COC(=O)[C@]12C[C@H](CC(=O)NCC34CC5CC(CC(C5)C3)C4)C(=O)N(Cc3ccc(Cl)cc3Cl)C1=C[C@H](C1CCCC1)O[C@@H]2C	x	9	6	-7	x	-1	1	0	x	5
Cc1ccc(N(CCC#N)C(=O)CSc2ccc3c(c2)OCCO3)cc1	7	-7	-4	0	-7	5	-8	7	1.7	3
CC(C(=O)Nc1ccc(C#N)cc1)N(C)CC(=O)Nc1cccc(F)c1 (stereo not given)	0	-3	4	-4	-6	0	3	0	-2.4	-6
CCOc1ccc(CCNC(=O)c2ccccc2OCc2c(C)noc2C)cc1OCC	0	-9	-7	-2	-4	2	0	0	0.2	-4
Cc1cc(OCC(=O)O/N=C(\N)c2ccccc2)ccc1Cl	-4	-4	1	-4	4	4	3	-2	0.2	2
Carrying on.
SMILES	TCR-CD3 inh	rCAG RNA binder	LEDGF integ inh	ABHD4 inh	HTRA1 inhibitor	UHRF1 binding	MBD2 inh	PRMT1 inh	PG9 Ab binder	Rev-erbA mod
CCOc1ncccc1C(=O)OCC(=O)NC1CC1	-1	-1	-2	3	-5	-1	-4	-1	-2.6	0
O=C(CSc1nccc(=O)[nH]1)Nc1ccc2ccccc2c1	-3	9	4	-4	-16	3	-4	0	-0.7	-2
COc1cc(C(=O)NNC(=O)c2cc(C)[nH]n2)cc(OC)c1OC	-3	0	2	3	2	2	3	2	-1.0	-3
Cc1cc(C)n(-c2ccc(C(=O)N3CC(C)OC(C)C3)cc2)n1 (stereo not given)	5	-1	2	2	2	-1	5	-2	-1.4	-1
CCCCCCCCCCCCN1[C@@H](CC(=O)O)c2cc(C(F)(F)F)ccc2S1(=O)=O	1	28	4	-36	-51	2	-1	3	0.6	-2
Cc1ccc(S(=O)(=O)N(Cc2nccn2C)C(C)C)cc1	-3	-4	0	4	5	2	0	6	0.0	-4
COc1ccc(S(=O)(=O)N2CCN(C(=O)c3cc(C)on3)CC2)cc1	-2	1	0	-3	-4	-2	1	-1	-1.3	4
COc1ccccc1CNC(=O)c1ccc(NC2=NC3CS(=O)(=O)CC3S2)cc1 (stereo not given)	3	1	1	-6	2	0	-1	-1	-1.7	-2
COC(=O)CS(=O)(=O)c1cccc2cccnc12	3	-1	4	5	4	-1	2	-1	-0.9	-1
O=C(CNCc1ccc(Cl)cc1)Nc1ccc(C(=O)N2CCCCCC2)cc1	2	-6	4	12	1	0	-2	4	0.6	-3
COCCn1cnnc1SCC(=O)c1ccc(S(=O)(=O)N2CCCC2)cc1	9	9	-1	-4	-4	2	-1	1	-1.0	4
Cc1onc(-c2c(Cl)cccc2Cl)c1NC(=O)NN(C)c1ccc([N+](=O)[O-])cn1	-7	-1	4	-3	0	7	1	6	-1.9	4
Cc1ccccc1N1C(=O)CC2(CCCC2)CC1=O	2	-1	1	6	-4	-1	-1	-3	-1.5	2
Cc1ccc2occ(/C=N/O)c(=O)c2c1	-8	1	4	-4	-19	-4	4	-1	-0.7	-1
COc1ccc(CN(CC(O)COCc2ccccc2)S(=O)(=O)c2ccccc2Br)cc1 (stereo not given)	6	2	0	-15	-29	0	2	-2	0.2	5
O=C(Nc1ccccc1)OCCCCCOC(=O)Nc1ccccc1	-8	-4	-3	1	-2	2	5	3	0.6	0
COC(=O)c1ccc(-c2ccc(C(c3c(C)[nH][nH]c3=O)c3c(C)[nH][nH]c3=O)o2)cc1	0	34	10	13	12	17	2	11	-3.2	-10
Cc1ccc(C2=Nc3ccccc3NC(C)(c3ccc(C)o3)C2)o1 (stereo not given)	3	-3	0	5	6	-5	-2	11	-1.2	-1
Cc1cc2nc3n(c2cc1C)CC1CC(C(=O)NCc2cccc(C(F)(F)F)c2)N(C)C31 (stereo not given)	-7	-3	0	8	1	2	9	3	0.9	4
CCN(C(=O)COC(=O)c1cc(OC)ccc1Br)C1CCS(=O)(=O)C1 (stereo not given)	4	0	2	0	-2	1	3	0	-0.1	-10

Only part of the results is shown; count on the stated rates, not on these rows.
